SKN-1 inh – blocks SKN-1 activity in C. elegans | C. elegans VP596 Pgst-4::GFP/RFP ratio, acrylamide-induced, 24 h | inhibition, % at 21.8 µM | 360,000 tested, 0.49% active;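 active = interference check ratio from 0.5 to 1.5 plus GFP to RFP signal ratio inhibition reaching or exceeding a fixed threshold, cut at about 30% in these data, passing the limit was not always enough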; also: some compounds called inactive have numbers as strong as hits
Rin1 Abl inh – inhibitors of human Rin1-Abl protein interaction; AID 588664; inhibition, % at 7.35 µM; P00519+Q13671; 360,000 tested, 0.4% active; TR-FRET Rin1/Abl binding, biochemical; in the data active = inhibition above about 5%, passing the limit was not always enough
FAS TE block – FAS thioesterase (human) inhibition. recombinant FAS-TE, OMFH fluorogenic substrate, fluorescence endpoint. inhibition, % at 15 µM. 360,000 tested, 0.67% active. AID 602261;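 active = compounds whose normalised, plate-corrected inhibition of enzyme fluorescence in the single-dose primary screen is 50% or more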;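 also: 0% = DMSO with enzyme and 100% = substrate without enzyme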
Target sequence (P49327 whole entry, looked up): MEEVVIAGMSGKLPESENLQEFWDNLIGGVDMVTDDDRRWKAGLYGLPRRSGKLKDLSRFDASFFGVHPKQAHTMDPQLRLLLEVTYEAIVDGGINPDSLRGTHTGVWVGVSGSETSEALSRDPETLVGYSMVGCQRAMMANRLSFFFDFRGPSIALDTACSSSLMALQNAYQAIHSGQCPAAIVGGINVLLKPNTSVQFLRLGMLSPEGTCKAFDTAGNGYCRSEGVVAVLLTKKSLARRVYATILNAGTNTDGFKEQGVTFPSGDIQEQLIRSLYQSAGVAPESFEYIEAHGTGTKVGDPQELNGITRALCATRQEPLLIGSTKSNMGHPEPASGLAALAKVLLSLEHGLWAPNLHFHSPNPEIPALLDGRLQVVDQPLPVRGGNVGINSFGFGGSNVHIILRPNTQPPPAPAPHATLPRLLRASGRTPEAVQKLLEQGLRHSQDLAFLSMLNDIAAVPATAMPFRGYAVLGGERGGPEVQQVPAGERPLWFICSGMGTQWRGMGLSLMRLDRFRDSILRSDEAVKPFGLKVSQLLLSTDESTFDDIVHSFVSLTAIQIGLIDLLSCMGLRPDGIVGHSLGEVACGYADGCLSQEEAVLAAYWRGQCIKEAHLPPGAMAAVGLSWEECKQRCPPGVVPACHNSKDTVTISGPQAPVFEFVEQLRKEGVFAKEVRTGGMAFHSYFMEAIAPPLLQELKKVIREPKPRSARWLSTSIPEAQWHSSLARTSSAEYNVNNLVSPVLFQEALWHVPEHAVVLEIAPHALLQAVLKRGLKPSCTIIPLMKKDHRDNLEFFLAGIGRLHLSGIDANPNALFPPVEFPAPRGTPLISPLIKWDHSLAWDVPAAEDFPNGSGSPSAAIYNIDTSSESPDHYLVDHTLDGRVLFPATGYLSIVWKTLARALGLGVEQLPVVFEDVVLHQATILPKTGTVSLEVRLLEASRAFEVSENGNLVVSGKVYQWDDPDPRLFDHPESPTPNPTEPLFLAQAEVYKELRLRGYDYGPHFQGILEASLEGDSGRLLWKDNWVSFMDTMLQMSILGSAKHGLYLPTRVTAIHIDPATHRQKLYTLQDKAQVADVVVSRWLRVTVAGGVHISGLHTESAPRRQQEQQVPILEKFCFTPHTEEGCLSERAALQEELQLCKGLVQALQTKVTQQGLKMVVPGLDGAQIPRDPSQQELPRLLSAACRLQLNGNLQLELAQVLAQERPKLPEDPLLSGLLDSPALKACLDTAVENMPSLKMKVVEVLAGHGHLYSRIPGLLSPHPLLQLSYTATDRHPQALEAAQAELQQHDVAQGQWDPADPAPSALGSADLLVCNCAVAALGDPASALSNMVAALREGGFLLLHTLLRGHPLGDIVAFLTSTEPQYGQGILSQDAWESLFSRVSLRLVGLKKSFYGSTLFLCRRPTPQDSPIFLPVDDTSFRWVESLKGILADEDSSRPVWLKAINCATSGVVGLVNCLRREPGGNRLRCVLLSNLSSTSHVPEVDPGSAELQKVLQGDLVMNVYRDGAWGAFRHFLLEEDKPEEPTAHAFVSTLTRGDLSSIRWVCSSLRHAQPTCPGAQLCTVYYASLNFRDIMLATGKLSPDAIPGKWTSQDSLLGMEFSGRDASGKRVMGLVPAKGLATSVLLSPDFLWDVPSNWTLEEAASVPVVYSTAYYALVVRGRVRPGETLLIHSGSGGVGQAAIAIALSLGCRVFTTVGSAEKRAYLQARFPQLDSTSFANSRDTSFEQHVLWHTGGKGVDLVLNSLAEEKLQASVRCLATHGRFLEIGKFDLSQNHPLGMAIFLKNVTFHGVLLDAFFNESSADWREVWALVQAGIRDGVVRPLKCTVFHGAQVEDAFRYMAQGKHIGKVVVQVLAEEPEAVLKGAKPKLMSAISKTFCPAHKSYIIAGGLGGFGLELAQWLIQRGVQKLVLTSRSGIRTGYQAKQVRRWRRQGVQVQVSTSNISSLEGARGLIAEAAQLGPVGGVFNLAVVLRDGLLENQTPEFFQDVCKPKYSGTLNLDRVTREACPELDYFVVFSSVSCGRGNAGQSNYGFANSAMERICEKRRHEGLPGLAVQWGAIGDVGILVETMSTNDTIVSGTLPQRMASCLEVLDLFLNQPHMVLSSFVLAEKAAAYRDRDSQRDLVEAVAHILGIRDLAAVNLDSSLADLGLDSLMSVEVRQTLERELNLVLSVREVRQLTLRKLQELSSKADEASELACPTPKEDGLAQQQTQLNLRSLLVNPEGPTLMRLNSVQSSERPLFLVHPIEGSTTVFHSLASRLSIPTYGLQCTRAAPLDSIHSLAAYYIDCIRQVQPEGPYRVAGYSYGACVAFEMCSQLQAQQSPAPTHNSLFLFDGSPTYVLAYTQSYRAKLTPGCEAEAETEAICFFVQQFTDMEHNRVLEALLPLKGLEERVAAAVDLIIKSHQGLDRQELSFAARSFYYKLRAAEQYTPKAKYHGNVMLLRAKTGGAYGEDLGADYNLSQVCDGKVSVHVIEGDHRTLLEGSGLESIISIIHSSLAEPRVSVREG
CSN inh – CSN deneddylation inhibition | Q92905 | Purified CSN, SCF-Nedd8-OG deneddylation, fluorescence polarization | inhibition, % at 12.5 µM | 360,000 tested, 0.38% active | AID 651999;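 active = pattern-corrected inhibition above about 35%, with an unprinted fluorescence ratio check between 0.5 and 1.5, limit read from the data, passing the limit was not always enough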;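 also: 0% = enzyme with substrate and 100% = substrate without enzyme; some results filed as inactive read as strong as hits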
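Assay system: purified human Csn5 enzyme expressed in HEK293T cells; Input: 0.24 nM Csn5 enzyme, final concentration; Reagent: 10 nM SCFSkp2-Nedd8OG; Compound dosing: 12.5 µM single point; Times: reaction 90 min, room temperature; Technique: fluorescence polarization readout.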
NadD block – blocks S. aureus nicotinate mononucleotide adenylyltransferase; purified NadD enzyme, colorimetric absorbance read-out; inhibition, % at 20 µM; 360,000 tested, 0.78% active; AID 602399; in the data active = inhibition above about 26%; also: some compounds past the cut are filed as inactive
Neddylation inh – blocks human cullin neddylation. 360,000 tested, 0.58% active. AID 651699. calls only at 25 µM. P61081+Q13564. TR-FRET cullin neddylation, biochemical; in the data active = inhibition above about 36%
Rpn11 inh – inhibitors of human proteasome Rpn11. AID 588493. O00487. calls only at 20 µM. 360,000 tested, 0.59% active. human 26S proteasome, Ub4-pepOG fluorescence polarization; 20S core pre-blocked with epoxomicin;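 active = inhibition at 20 µM, scaled to each plate's controls, above about 33%, limit read from the data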
MT1-MMP act inh – blocks activation of human MT1-MMP; AID 651647; 360,000 tested, 0.061% active; GFP/RFP ratio change, % at 20 µM; HT1080 RFP-PRO-GFP cells, GFP/RFP ratio fluorescence, overnight; percent of plate control window, DMSO zero; P50281;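 active = GFP/RFP ratio change of at least 30% with cell ATP level not reduced by more than half and red fluorescence within 50% of control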; also: strong numbers were not always called active
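Assay system: HT1080 RFP-PRO-GFP cells | Dosing: 20 µM single dose, 1% DMSO | Incubation: Cells overnight before dosing, compound overnight, 37 °C, 5% CO2 | Evaluation: GFP/RFP fluorescence ratio | Control set: DMSO-only wells and HT1080 RFP-L50D-GFP cell wells as references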
MLLE-PAM2 inh – blocks PAM2 peptide binding to the PABP1 MLLE domain | P11940 | GST-MLLE / FITC-PAM2 fluorescence polarization | inhibition, % at 20 µM | 360,000 tested, 0.36% active | AID 588489; in the data active = inhibition above about 35%, passing the limit was not always enough;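 also: plate controls were DMSO wells with GST-MLLE for no effect and wells lacking GST-MLLE protein for full effect; some results filed as inactive read as strong as hits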
Active calls of the source: *; i = inactive; x = not tested or not shown; + = active, no number.

SMILES	SKN-1 inh	Rin1 Abl inh	FAS TE block	CSN inh	NadD block	Neddylation inh	Rpn11 inh	MT1-MMP act inh	MLLE-PAM2 inh
Cc1cc(NS(=O)(=O)c2ccc(Br)s2)no1	11	2	-2	3	-3	i	i	-9	-17
CC(C)NC(=S)NC(=O)c1ccc(-c2ccccc2)cc1	12	-1	40	-5	-2	i	i	-7	11
COc1ccc(Br)cc1S(=O)(=O)n1nc(C)cc1C	9	4	-1	1	3	i	i	2	3
COc1cc(-c2nc(-c3ccccn3)no2)cc(OC)c1OC	8	4	-8	-2	1	i	i	15	-2
CN(C)CCN(CC1CCCN(Cc2ccccc2F)C1)C(=O)c1ccc(F)cc1 (centres undefined)	-8	-5	-4	-3	-6	i	i	2	-11
Cc1cc(Cl)ccc1OCC(=O)NNC(=O)c1cnccn1	19	2	-5	1	-4	i	i	4	-6
Cc1[nH]c(=O)c(C#N)c2c1CCCC2	-4	1	-4	-4	-4	i	i	1	-5
COc1cccc(NC(=O)CSc2nnc(CNC(=O)c3ccco3)n2C)c1	15	3	-5	1	0	i	i	2	-4
O=C(c1cc(-c2cccs2)nc2ccccc12)N1CCN(S(=O)(=O)c2ccccc2)CC1	-1	-2	48	2	10	i	i	-4	-3
CCc1nc(NCCCCCO)c2nnn(Cc3ccccc3F)c2n1	-8	-4	-7	-6	-3	i	i	-1	2
COc1ncnc2c1N=C1CC(C)(C)CC(N)=C1S2	47*	-14	-11	-11	1	i	i	-27	79
Cn1c(N)c(C(=O)NCc2ccccc2)sc1=S	6	0	-10	0	9	i	i	-12	14
CCOC(=O)CNc1nc(C(C)(C)C)nc2c1nnn2Cc1ccccc1	-4	3	20	0	-2	i	i	3	2
O=C(NNC(=O)c1cccs1)c1ccc(Cl)cc1	-4	1	4	4	-4	i	i	2	-6
COc1ccc(/C=N/NC(=O)c2nnn(-c3nonc3N)c2-c2cccs2)cc1OC	-2	0	3	30	10	x	+	-5	5
O=C(COc1ccc2c(C(F)(F)F)cc(=O)oc2c1)Nc1ccc(N2CCOCC2)cc1	-5	-4	-5	-3	4	i	i	4	7
N#CC1(NC(=O)COC(=O)c2cc([N+](=O)[O-])ccc2N2CCOCC2)CCCCC1	8	1	68*	-1	-3	i	i	1	7
CC(=O)Nc1ccc(NC(=O)C(C)OC(=O)CCC2CCCCC2)cc1 (centres undefined)	-16	1	2	0	-1	i	i	-1	2
O=C(OCc1cn([C@@H]2C[C@H](c3ccc(Cl)cc3)N(C(=O)C3CCCCC3)C[C@H]2O)nn1)c1ccccc1	-12	2	20	5	4	i	i	0	-25
O=C(COC(=O)C1CCN(c2ccc(C(F)(F)F)cn2)CC1)NCc1ccc(Cl)cc1Cl	9	-1	19	0	10	i	i	3	3

Next part, starting with the last four of the part before.
SMILES	SKN-1 inh	Rin1 Abl inh	FAS TE block	CSN inh	NadD block	Neddylation inh	Rpn11 inh	MT1-MMP act inh	MLLE-PAM2 inh
N#CC1(NC(=O)COC(=O)c2cc([N+](=O)[O-])ccc2N2CCOCC2)CCCCC1	8	1	68*	-1	-3	i	i	1	7
CC(=O)Nc1ccc(NC(=O)C(C)OC(=O)CCC2CCCCC2)cc1 (centres undefined)	-16	1	2	0	-1	i	i	-1	2
O=C(OCc1cn([C@@H]2C[C@H](c3ccc(Cl)cc3)N(C(=O)C3CCCCC3)C[C@H]2O)nn1)c1ccccc1	-12	2	20	5	4	i	i	0	-25
O=C(COC(=O)C1CCN(c2ccc(C(F)(F)F)cn2)CC1)NCc1ccc(Cl)cc1Cl	9	-1	19	0	10	i	i	3	3
O=C(CN(Cc1cccs1)C(=O)CN1C(=O)COc2ccccc21)NCc1ccco1	4	-3	-4	1	-8	i	i	-2	-15
N=c1c(S(=O)(=O)c2ccccc2)cc2c(=O)n3ccccc3nc2n1C1CCCC1	7	-2	21	8	23	i	+	3	-27
CCc1[nH]c(C(=O)O)c(C)c1C(=O)OC	0	-2	-9	4	-4	i	i	2	9
Cc1ccc2c(c1)C(c1ccccc1)N(C(=O)c1c(F)cccc1Cl)CC(=O)N2 (centres undefined)	17	0	5	2	0	i	i	-2	-9
COc1cc(C)nn1-c1ccc(Cl)cc1	18	3	2	5	-8	i	i	0	-5
CC(C)(C)C(=O)Nc1cccc(-c2ncon2)c1	-4	-5	-6	3	-4	i	i	1	5
Cc1ccccc1Nc1c([N+](=O)[O-])ccc2nonc12	15	-7	12	1	-3	i	i	3	-2
Nc1nc2ccccc2cc1-c1cccs1	-3	-4	-3	-4	-5	x	i	1	-11
COC(=O)c1sccc1NC(=O)c1ccc(OC)c(OC)c1	4	-2	-2	1	-7	i	i	8	-6
Cc1ccc(CN2CCN(/N=C/c3ccc(Cl)c([N+](=O)[O-])c3)CC2)cc1	10	2	26	-1	-3	i	i	-1	-4
O=C(Cc1ccc(NC(=O)C2CCCN(C(=O)C3CC3)C2)cc1)Nc1cccc(C(=O)N2CCCC2)c1 (centres undefined)	-5	-1	-10	-1	3	i	i	4	-1
CSc1nnc(-c2nnc(SC)n2-c2ccccc2)n1-c1ccccc1	-7	5	-4	-2	-4	i	i	-7	-11
Cc1ccn2cc(C(=O)Nc3ccccc3N3CCOCC3)nc2c1	5	2	0	1	8	i	i	9	-6
COc1ccc(OCC(=O)O/N=C(\N)Cc2ccc(Cl)cc2Cl)cc1	-15	1	6	-5	-1	i	i	0	1
CC(=O)Nc1cc(S(=O)(=O)C(F)(F)F)ccc1Cl	-5	0	-6	-1	-2	i	i	5	0
C=C(C)Cn1c(N2CCC(Cc3ccccc3)CC2)nc2c1c(=O)[nH]c(=O)n2C	-9	-4	8	6	-2	i	i	-2	-1
CC1CN(C(=O)COC(=O)c2cccc(NS(=O)(=O)c3ccccc3)c2)CC(C)O1 (centres undefined)	7	-2	-6	-3	-9	i	i	4	-26
C1=C(c2ccco2)N2CCN=C2S1	1	-1	-25	6	-4	i	i	4	22
CCn1nc(C(=O)Nc2ccccc2N2CCCC2)c2ccccc2c1=O	1	4	18	2	-4	i	i	-4	-2
COc1ccc2c(c1)CCc1cnoc1-2	4	1	-7	-1	-4	i	i	-4	5
CCOc1ccc(S(=O)(=O)N(CC(=O)NCc2ccncc2)c2ccc(C)cc2)cc1	12	1	2	5	-2	i	i	2	12
N/C(=N\OC(=O)COc1ccc2ccccc2c1)c1cccnc1	42*	-5	12	-1	2	i	i	1	4
COc1ccc(Cc2cc(NCc3ccccc3)c3ncn(C(C)C)c3c2)cc1	1	-1	27	-4	8	i	i	-1	-8
CCc1ccc2c(c1)cc(CN(C(=S)Nc1ccccc1Cl)C1CC1)c1nnnn12	-2	0	9	0	4	i	i	0	-33
COc1ccc(OC)c(C2C3=C(N=c4s/c(=C\c5cccc(O)c5)c(=O)n42)c2ccccc2CC3)c1 (centres undefined)	-13	-1	24	6	19	i	i	-40	-37
COc1ccc(CNc2nc3nc(C)cc(C)n3n2)cc1OC	-6	-3	-9	-4	2	i	i	-3	-8
O=C(Nc1ccc(S(=O)(=O)NC2=NCCCCC2)cc1)c1ccc(=O)[nH]c1	-1	1	-4	2	2	i	i	1	-2
COC(=O)c1cccc(N2CCCC2=O)c1	5	-2	-10	-2	-5	i	i	3	7
Nn1cnnc1N/N=C/c1cc([N+](=O)[O-])c(Cl)cc1Cl	-19	4	5	3	-2	i	i	1	2
c1ccc2c3c([nH]c2c1)C1(CCCCC1)NCC3	-4	-2	0	-4	1	i	i	3	4
O=C(Cn1nc2ccccc2n1)N/N=C/c1cc(Cl)cc([N+](=O)[O-])c1O	11	2	61*	-4	21	i	i	-9	-10
Cc1ccc(C(=O)OCC(=O)c2c[nH]c3ccccc23)cc1	3	2	-2	1	1	i	i	-2	-3
Cc1ccc(S(=O)(=O)NNC(=O)c2ccncc2)cc1	1	-3	-8	5	-3	i	i	2	-2
COC(=O)c1ccccc1S(=O)(=O)N1CCC(C(=O)OCc2ccc([N+](=O)[O-])cc2)CC1	-3	1	36	-1	-6	i	i	0	-2
COc1cccc(CNCC(O)COc2ccc(C(=O)c3ccccc3)cc2)c1 (centres undefined)	15	2	1	6	-5	i	i	2	-6
Nc1ccc(Cc2ccccn2)cc1	-19	5	-6	-5	-5	i	i	-1	2
CCCCC(=O)Nc1ncc([N+](=O)[O-])s1	-11	1	-1	-8	3	i	i	-1	-8
COC(=O)CCn1nnc(-c2ccc(C)cc2)n1	6	4	-2	0	10	i	i	-5	14
Cc1cccc(Oc2nc(CN3CCOCC3)nc3sc4c(c23)CCCC4)c1	-3	-2	24	2	2	i	i	-2	-19
N#CC(C#N)=C1SC(=Nc2ccccc2)C(=Nc2ccccc2)N1c1ccccc1	-1	2	57*	-4	12	i	i	-25	21

Individual results from the entries so far:
N/C(=N\OC(=O)COc1ccc2ccccc2c1)c1cccnc1 @ MT1-MMP act inh = 1
O=C(Nc1ccc(S(=O)(=O)NC2=NCCCCC2)cc1)c1ccc(=O)[nH]c1 @ MT1-MMP act inh = 1
C1=C(c2ccco2)N2CCN=C2S1 @ Rin1 Abl inh = -1

More entries:
SMILES	SKN-1 inh	Rin1 Abl inh	FAS TE block	CSN inh	NadD block	Neddylation inh	Rpn11 inh	MT1-MMP act inh	MLLE-PAM2 inh
CN(C(=O)c1coc(=O)c2ccccc12)c1ccc(Br)cc1	-7	-9	-4	-5	1	i	i	7	13
CN(C(=O)c1cccc(NC(=O)Cc2cccc(NC(=O)C3CCCN(C(=O)C4CCCCC4)C3)c2)c1)C1CCC1 (centres undefined)	11	-1	-5	2	4	i	i	-1	6
Cc1nnc(SCC(=O)Nc2sc3c(c2C(N)=O)CCC(C)C3)[nH]c1=O (centres undefined)	-1	3	-7	-3	-1	i	i	0	27
CCCn1c2ccccc2c2cn[nH]c(=O)c21	16	-5	2	3	-4	i	i	-1	-7
O=C(Nc1nc(-c2ccc(Cl)cc2)cs1)c1cccnc1	11	-3	1	3	4	i	i	5	-9
COCCN(Cc1cc2cc3c(cc2n2nnnc12)OCO3)C(=O)c1ccccc1F	2	-2	-3	-2	-1	i	i	-3	-5
COc1ccccc1NC(=O)Nc1nc(CC(=O)Nc2ccc(F)cc2)cs1	17	0	13	-1	4	i	i	14	0
CC(C)c1ccc(C2NC(=S)NC3=C2C(=O)CCC3)cc1 (centres undefined)	16	-5	-9	-8	4	i	i	-9	-126
O=C(CSc1ccccc1)Nc1ccccc1C(=O)N1CCCC1	-1	2	-6	3	-6	i	i	1	10
O=C(CC(NCCN1CCOCC1)C(=O)O)Nc1cccc(Cl)c1 (centres undefined)	-2	1	-7	7	-1	i	i	-8	-10
Nc1cc(=O)c2[nH]cnc2[nH]1	10	16*	-12	3	-3	i	i	-3	3
COc1ccc(CN2CCC2(C)C(=O)Nc2ccc(OC)c(OC)c2)cc1 (centres undefined)	15	2	-2	-5	7	i	i	1	-9
CC(NC(=O)COC(=O)CCC(=O)c1ccc(F)cc1)c1ccccc1 (centres undefined)	-9	2	0	0	-4	i	i	2	3
CCC(Sc1ncccn1)C(=O)Nc1cc(C)on1 (centres undefined)	9	0	-6	-2	-3	i	i	1	-7
COc1cccc2cc(-c3ccnc(N)n3)oc12	4	-7	0	-4	-4	i	i	1	5
Cc1ccc(S(=O)(=O)Nc2nc3ccccc3s2)cc1	10	0	-6	-4	-6	i	i	-2	2
COc1ccc(OC)c(S(=O)(=O)NCCCN2CCCC2=O)c1	0	-4	-8	-2	1	i	i	4	3
CN(CC(=O)Nc1cccc(F)c1)C(=O)c1ccc(-n2cncn2)c([N+](=O)[O-])c1	2	-3	-4	0	1	i	i	3	8

Source: PubChem BioAssay (several laboratories)
